TNF death inh = blocks TNF-alpha induced death of Jurkat FADD-/- cells | Jurkat FADD-/- TNF necroptosis rescue, ATP luminescence, 24 h; 0 = TNF only, 100 = no-TNF cells | activation (protection from cell death), % at 10 µM | 220,000 compounds, 0.068% hits | AID 463075;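 active = activation, meaning protection from cell death, of at least 50% relative to plate controls; inactive = activation below 50%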;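 note: necroptosis triggered by 40 ng/mL TNF-alpha added together with compound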
Hck Nef HTS = inhibitors of human Hck kinase activated by Nef; P08631; Recombinant Hck-YEEI plus Nef, Z-Lyte FRET kinase assay; inhibition, % at 20 µM; 220,000 compounds, 0.68% hits; AID 463187;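 active = Hck-Nef kinase inhibition above about 50%, limit read from the data; inactive = inhibition below that limit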;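 note: 0% = DMSO with Hck plus Nef and 100% = Hck alone without Nef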
Runt-CBFb FRET = Runt domain-CBFb interaction inhibition. Cerulean-Runt/Venus-CBFb FRET ratio 530/480, 1 h. inhibition, % at 20 µM. 220,000 compounds, 0.46% hits;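 active = inhibition over about 50% at 20 µM in the single-dose screen, limit read from the data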;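 note: 0% = DMSO wells and 100% = excess unlabeled CBFb competitor control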
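Assay system: Cerulean-Runt domain fusion protein, energy donor; Signal: fluorescence energy transfer, 422 nm excitation, 530/480 nm emission; Timing: 1 h compound exposure, room temperature; Control set: unlabeled CBFb; Medium: Tris buffer pH 7.5 with salts and BSA; Compound: single test concentration of 20 µM, 1% DMSO final; Probe or stimulus: Venus-CBFb 100 nM.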
L929 necroptosis = blocks zVAD induced death of L929 cells. L929 zVAD necroptosis rescue, ATP luminescence, 24 h; with zVAD 60 µM. viability rescue, % at 10 µM. 220,000 compounds, 0.38% hits;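 active = activation, scaled between plate controls, above about 75%, limit read from the data; inactive = activation under that limit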;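 note: 0% = zVAD with DMSO and 100% = DMSO alone without zVAD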
Runt-SMMHC FRET = Runt domain-CBFb-SMMHC interaction inhibition. 220,000 compounds, 0.74% hits. inhibition, % at 20 µM. Q01196+Q13951. Cerulean-Runt/Venus-CBFb-SMMHC FRET ratio 530/480, 1 h;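 active = mean inhibition across duplicate retests at 20 µM reaching about 50%, limit read from the data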;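 note: 0% = DMSO wells and 100% = wells with excess untagged CBFb-SMMHC; inhibitors lower the FRET ratio by blocking Runt binding to CBFb-SMMHC; some results filed as inactive read as strong as hits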
EP2 modulator = modulators of human EP2 prostaglandin E2 receptor | induction, % at 25 µM | AID 940 | EP2-expressing cells, cAMP HTRF FRET, PGE2 co-stimulation | 260,000 compounds, 0.83% hits | P43116;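 active = compounds whose cAMP rise, as percent of the full-agonist control response, exceeds 60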;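 note: rat C6 glioma line stably carrying human EP2 under a CMV promoter; the protocol text gives 20 µM as final concentration; 100% = response of wells given 1 µM PGE2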
RBBP9 inh = inhibitors of human serine hydrolase RBBP9. recombinant RBBP9, FP-Rh probe fluorescence polarization. AID 1515. 220,000 compounds, 0.2% hits. inhibition, % at 7.94 µM;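 active = inhibition above the campaign mean of all tested compounds plus 3 SD, cut at about 14% in these data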;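 note: plate controls were DMSO wells with RBBP9 for no effect and wells lacking RBBP9 protein for full effect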
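Assay system: recombinant human RBBP9; Reagent: Serine-hydrolase probe FP-Rh, 375 nM pre-mixing; Doses: 7.94 µM single dose, 0.794% DMSO; Incubation: 30 min then 45 min, 25 °C; Detection: fluorescence polarization (mP), excitation 525 nm, emission 598 nm; Evaluation: percent inhibition from mP, scaled between DMSO and no-protein wells.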
PERK inh = inhibitors of human PERK kinase. Q9NZJ5. CHO PERK-DD fusion, SEAP luminescence translation reporter. inhibition, % at 5.6 µM. 220,000 compounds, 0.17% hits. AID 1416;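 active = inhibition above the mean inhibition of all tested compounds plus 3 SD, set separately per screening campaign, cut at about 2.9% in these data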;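 note: PERK kinase domain activated by AP20187 dimerizer at 100 nM; 0% = DMSO with dimerizer and 100% = rapamycin at 8.4 µM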
Target sequence (Q9NZJ5 whole entry, looked up, the tested form may be a part): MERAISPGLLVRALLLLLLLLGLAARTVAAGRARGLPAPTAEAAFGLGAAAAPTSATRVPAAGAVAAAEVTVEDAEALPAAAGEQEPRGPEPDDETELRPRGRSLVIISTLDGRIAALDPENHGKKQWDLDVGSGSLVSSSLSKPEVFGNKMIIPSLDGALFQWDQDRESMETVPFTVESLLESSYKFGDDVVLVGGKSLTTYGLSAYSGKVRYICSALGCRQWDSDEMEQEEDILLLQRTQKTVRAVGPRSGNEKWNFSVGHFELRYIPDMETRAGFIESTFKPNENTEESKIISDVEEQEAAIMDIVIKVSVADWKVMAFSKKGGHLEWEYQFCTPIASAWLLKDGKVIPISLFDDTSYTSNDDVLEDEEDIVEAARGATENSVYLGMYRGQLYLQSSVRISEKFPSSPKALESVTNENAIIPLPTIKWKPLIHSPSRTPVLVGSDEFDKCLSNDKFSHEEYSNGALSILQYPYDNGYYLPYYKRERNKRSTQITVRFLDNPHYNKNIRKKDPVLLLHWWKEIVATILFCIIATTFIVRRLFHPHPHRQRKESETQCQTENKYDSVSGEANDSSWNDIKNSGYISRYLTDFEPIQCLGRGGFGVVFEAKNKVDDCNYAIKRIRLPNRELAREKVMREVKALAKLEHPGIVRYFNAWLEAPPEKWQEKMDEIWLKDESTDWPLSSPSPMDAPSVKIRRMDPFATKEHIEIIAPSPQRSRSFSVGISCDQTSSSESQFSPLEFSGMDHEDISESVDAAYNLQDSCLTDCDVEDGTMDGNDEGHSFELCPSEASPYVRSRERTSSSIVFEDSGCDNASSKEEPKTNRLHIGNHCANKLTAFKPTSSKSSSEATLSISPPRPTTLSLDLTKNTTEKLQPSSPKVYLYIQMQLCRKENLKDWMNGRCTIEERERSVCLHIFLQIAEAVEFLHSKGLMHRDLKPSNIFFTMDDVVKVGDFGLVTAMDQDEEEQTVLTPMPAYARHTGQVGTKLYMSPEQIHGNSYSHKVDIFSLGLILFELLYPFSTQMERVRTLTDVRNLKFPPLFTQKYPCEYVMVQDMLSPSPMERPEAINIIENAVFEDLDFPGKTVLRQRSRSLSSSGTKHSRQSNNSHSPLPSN
PGE2 EP2 inh = blocks the human prostaglandin E2 receptor EP2. 260,000 compounds, 0.52% hits. inhibition, % at 25 µM. P43116. C6 glioma cells expressing human EP2, cAMP TR-FRET; cells stimulated with saturating PGE2;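 active = percent inhibition above 40 after rounding to a whole number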;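 note: rat C6 glioma host cells with rolipram phosphodiesterase inhibitor present; the protocol text gives 20 µM as final concentration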
* = called active by the depositor; nt = not tested or not shown; & = joins results of further samples.

SMILES	TNF death inh	Hck Nef HTS	Runt-CBFb FRET	L929 necroptosis	Runt-SMMHC FRET	EP2 modulator	RBBP9 inh	PERK inh	PGE2 EP2 inh
Cc1cc(C(=O)CSc2nc(N)cc(N)n2)c(C)n1C1CC1	-0.1	21.7	37.6	-0.8	19.3	-13.1	-2.0	1.8	7.4
O=C(CC1C(=O)NCCN1Cc1cccc(Oc2ccccc2)c1)NCCCn1cccn1 (stereo unspecified)	0.9	-9.3	-2.5	-0.6	0.8	10.6	-2.6	1.9	2.2
Cc1ncc(S(=O)(=O)c2ccccc2)c(-c2ccc(Cl)cc2Cl)n1	-1.1	-1.1	-1.9	-0.2	-4.8	-0.5	-0.8	-0.3	2.4
Cc1sc(NC(=O)C2CCCCC2C(=O)O)c(C(N)=O)c1-c1ccccc1 (stereo unspecified)	-2.8	2.9	-2.1	0.1	-3.9	3.0	7.1	0.8	15.9
CC(=O)NC1=NN(C(C)=O)C(c2ccccn2)S1 (stereo unspecified)	0.1	1.7	1.7	0.3	-7.8	-4.4	1.3	1.8	3.9
CCC(=O)N/N=C(\C)CC(=O)Nc1ccc2c(c1)OCCO2	-0.7	25.4	0.0	2.8	-1.0	12.5	-4.4	0.4	7.8
CC(C)C(NC(=O)C1CCCCC1)C(=O)Nc1ccncc1 (stereo unspecified)	0.3	6.0	1.3	2.4	1.4	6.9	-3.8	-0.5	13.1
Cc1ccc(Cn2nnc3c(=O)[nH]c(C4CCN(C(=O)Cc5cccs5)CC4)nc32)cc1	-2.0	2.2	-6.7	1.0	-3.1	7.4	-1.1	-0.3	10.3
CC1(C)Cc2ccccc2-c2n[nH]c(=S)n21	0.4	0.1	8.4	0.2	2.2	13.8	1.0	-1.4	24.8
O=[N+]([O-])c1ccc2nc(-c3ccccc3)oc2c1	-0.5	-35.8	-0.3	2.0	0.6	-0.4	-4.4	1.7	9.1
CC1OC(OC2C(OC3C(O[C@H]4CC[C@]5(C)C6C=C[C@]78OC[C@@]9(CC[C@@H](C)[C@H](C)C97)[C@H](O)C[C@@]8(C)[C@]6(C)CC[C@H]5C4(C)C)OC(C)C(O)C3O)OC(CO)C(O)C2O)C(O)C(O)C1O (stereo partly specified)	-18.0	24.5	6.0	-1.4	-1.9	-13.9	nt	nt	nt
Cc1cnc(NC2=NCCC2)s1	-0.2	20.0	0.4	1.5	1.2	28.9	-8.1	-0.2	3.6
CCCCCc1cc(=O)oc2c(C(CCN3CCCCC3)c3cc(OC)c(OC)c(OC)c3)c(OC)cc(OC)c12 (stereo unspecified)	-24.1	12.1	0.5	-2.6	3.8	-18.4	nt	nt	14.2
Cn1c(=O)n(C)c2cc(NC(=O)COc3ccc(Cl)cc3)ccc21	-1.9	-47.9	-1.0	0.1	0.8	-51.6	-9.2	-0.2	4.7
COc1ccccc1NC(=O)c1cnc2c(-c3ccccc3)c(C)nn2c1C	0.8	17.6	-0.6	9.8	-0.7	31.7&30.2	-4.9	0.1	8.7&18.0
N/C(Cc1ccc([N+](=O)[O-])cc1)=N\OC(=O)C1CCCCC1	2.4	23.2	nt	1.8	nt	-7.8	-12.4	2.4	0.9
Cc1ccc(SCc2cc(=O)[nH]c(/N=C(\N)Nc3cccc4ccccc34)n2)cc1	1.6	1.8	1.6	1.3	0.1	16.0	-9.8	0.9	7.3
O=C(c1cc(-c2ccco2)on1)N1CCN(c2ccccc2)CC1	-1.3	0.9	-3.6	4.7	-4.7	-32.9	-1.7	0.9	11.0
CCOC(=O)/C=c1\sc2n(c1=O)CCN=2	0.5	3.3	2.2	0.4	0.9	5.5	-8.1	1.3	4.7
CCc1cc(SC#N)ccc1N	-0.9	2.7	6.3	-0.4	1.8	15.6	-8.6	0.2	9.0
CCCC(=O)Nc1ccc(NC(=S)NC(=O)c2ccccc2[N+](=O)[O-])cc1	-1.0	3.6	-0.2	2.3	-1.2	-10.6	-1.6	0.9	8.4
COc1ccccc1-c1ccc(SCc2ccc([N+](=O)[O-])cc2)nn1	-0.8	-0.6	-0.3	-0.1	-0.7	40.7	-4.4	0.2	6.2
c1ccc(N2CCN(Cc3nnnn3C3CCCCC3)CC2)cc1	-2.5	12.5	-2.6	0.0	11.3	8.0	-2.6	-0.1	1.7
O=C1N=C2SCCN2/C1=C\c1c(Cl)cccc1Cl	-5.7	0.3	0.1	-0.1	2.1	15.3	-4.2	-1.0	-1.4
Cc1cc(C)n(CC(=O)c2cccc(N)c2)n1	0.5	-5.1	0.8	2.0	-3.5	19.5	-1.7	0.8	7.1
O=C1C(c2ccncc2)=C(O)c2ccccc21	-1.3	2.4	3.6	4.1	-2.8	-11.4	-5.8	0.7	8.6
NNC(=O)c1cnn(-c2ccccc2)c1C(F)(F)F	0.1	23.8	2.7	1.7	0.9	25.0	-3.9	0.5	7.8
O=c1oc2ccccc2c(O)c1C=Nc1cccnc1	-10.5	25.0	-0.1	1.0	-2.8	-1.3	-3.3	-0.1	18.4
CN=C(Nc1ccccc1OC)SC1CC(=O)N(c2ccc(C(=O)OC)cc2)C1=O (stereo unspecified)	-4.7	3.0	0.3	0.4	-7.3	-5.7	-6.5	-0.7	10.9
CCOC(=O)c1cc2c(C(F)(F)F)cc(-c3ccccc3)nc2o1	-0.7	-0.7	-3.9	0.0	3.8	47.1	0.3	2.1	3.3
COc1ccc(CC2(CO)CCN(C(C)Cc3ccc(Cl)cc3)CC2)cc1 (stereo unspecified)	0.9	2.1	-0.1	0.7	3.8	-25.1	6.8	1.3	2.0
CCOc1ccc(S(=O)(=O)Nc2cccnc2)cc1	10.6	-3.5	-1.2	1.6	1.2	14.5	5.9	0.7	10.8
O=C(N/N=C/c1cccc([N+](=O)[O-])c1)C1CC(=O)N(c2ccc(Cl)cc2)C1 (stereo unspecified)	-7.7	0.4	-2.5	0.2	0.7	-31.4	-3.9	0.0	19.1
O=C(NCc1nc2ccccc2[nH]1)C1=C[C@@H](C2CC2)C[C@@H](OCc2ccc(CO)cc2)O1	2.7	-18.8	0.6	0.2	-5.4	3.5	-5.6	1.0	9.7
Cn1c(=O)n(Cc2ccc(Cl)cc2)c(=O)c2c1nc1n2CCN1Cc1ccco1	-5.6	0.3	-2.6	0.4	0.7	10.9	-10.8	-1.3	11.2
c1ccc2oc(SCc3nc4ccccc4s3)nc2c1	0.6	0.0	0.7	0.9	17.8	-18.1	-13.0	-0.4	13.0
Nc1c(Br)cc(Br)c(N2CCCC2=O)c1Br	0.8	-0.9	0.0	2.1	1.5	10.2	-4.5	0.9	13.8
CC(C)CC(NC(=O)c1ccccc1)C(=O)OCC(=O)Nc1ccc(Br)cn1 (stereo unspecified)	-2.1	-0.5	-0.6	-0.2	-9.2	52.5	-0.2	-1.8	6.2
CCOc1cc(NC(=S)NCC2CCCO2)c(OCC)cc1NC(=O)CC (stereo unspecified)	-0.1	38.3	-1.3	2.0	0.0	1.3&4.0	-5.6	-0.8	9.2&8.4
CCOC(=O)C1(CCc2ccccc2)CCN(Cc2ccccn2)CC1	0.4	-0.9	1.5	-0.4	0.4	6.1	-7.0	1.2	0.1
S=C(NC1CCCCC1)N1CCCCC1	0.2	-8.4	0.9	-0.1	-6.6	31.9	-1.2	-0.9	7.2
C=CCNC(=O)CCCCCNS(=O)(=O)c1ccc(OC)cc1	1.6	1.8	-0.7	1.5	-0.3	5.0	-4.9	0.9	6.0
CCOc1ccccc1N1CC(C(=O)N2CCc3ccccc32)CC1=O (stereo unspecified)	-1.6	-0.3	0.5	-0.2	0.1	35.2	-4.3	-1.1	14.0
Cc1ccc2[nH]c3c(=O)n(Cc4ccccn4)cnc3c2c1	0.5	-0.9	-0.8	0.1	-0.4	15.9	-0.2	-0.2	12.8
c1ccc2c(c1)OCC(CNc1ncnc3sccc13)O2 (stereo unspecified)	-5.5	-1.2	0.2	0.3	6.4	-3.1	-9.0	-1.3	6.4
COC(=O)CP(=O)(c1ccccc1)c1ccccc1	-0.2	0.8	0.0	0.9	-1.7	-1.0	-2.7	-0.2	7.5
CCOC(=O)C1CCN(c2ccc(Cl)nn2)CC1	-0.2	0.2	0.9	1.1	2.2	-3.1	1.5	1.7	12.2
Cc1ccc(NCC(=O)N/N=C/c2cccc(Br)c2)cc1	0.3	6.0	2.1	-0.1	1.7	-18.9	5.5	0.2	6.2
Oc1cccc(Nc2nc(O)c(/C=C3\C=Nc4ccccc43)s2)c1	4.3	88.2*	-40.2	35.9	-114.3	-44.3	17.1*	-0.9	20.3
CC1(C)CC(=O)C2=C(C1)Nc1ncnn1C2c1cccs1 (stereo unspecified)	1.8	9.5	3.8	-0.5	12.6	9.3	-0.9	0.1	2.8
OC(c1ccccc1)c1nccn1Cc1ccccc1 (stereo unspecified)	0.0	-0.3	-0.2	0.6	1.3	8.3	-5.3	-0.4	17.3
O=C(Cn1c(=S)nc2ccccn21)N1CCc2ccccc2C1	-0.8	-6.1	-0.2	-0.2	-1.5	13.8	4.5	-0.2	15.6
CCOC(=O)C1=C(C)NC(C)=C(C(=O)OCC)C1c1cc2ccc(C)cc2[nH]c1=O	-6.7	2.0	12.4	2.2	4.0	13.8	-2.7	0.3	12.5
Cc1cc(Cl)c(S(=O)(=O)N2CCCCCC2)cc1OCC(N)=O	-1.7	-0.8	-2.3	-0.1	-1.9	-6.7	5.4	0.2	6.7
CC(C)(C)OC(=O)N1CCC(c2cc(=O)n3[nH]cc(C(=O)NC4CCCC4)c3n2)CC1	1.4	1.2	-4.5	1.3	1.2	-4.6	5.5	3.2*	10.8
Cc1cc(NC(=O)c2ccc(S(=O)(=O)N3CCCC3)cc2)nc2c1c(=O)oc1ccccc12	-4.1	21.2	-0.6	-0.2	-4.3	-12.1	-5.2	-1.6	13.8
Nc1ccc(-c2nc3ccccc3[nH]2)cc1	-2.4	1.1	2.3	0.4	2.1	-10.6	-13.1	0.7	25.2

Entries listed so far that contain fluorine:
SMILES	TNF death inh	Hck Nef HTS	Runt-CBFb FRET	L929 necroptosis	Runt-SMMHC FRET	EP2 modulator	RBBP9 inh	PERK inh	PGE2 EP2 inh
NNC(=O)c1cnn(-c2ccccc2)c1C(F)(F)F	0.1	23.8	2.7	1.7	0.9	25.0	-3.9	0.5	7.8
CCOC(=O)c1cc2c(C(F)(F)F)cc(-c3ccccc3)nc2o1	-0.7	-0.7	-3.9	0.0	3.8	47.1	0.3	2.1	3.3

Some of the compounds tested. The share of hits here may be higher or lower than overall.
